# RGS4-Gao reg – modulates binding of RGS4 to human Galphao. P09471. Multiplexed bead flow cytometry; actives lie on both sides. binding response (% of control), % at 10 µM. 220,000 tested, 0.33% active. AID 1415; in the data active = binding response below about 49% or above about 150%; inactive = in between;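 also: fluorescent Galphao activated with aluminum fluoride binding bead-coupled RGS4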
# Bim-Bfl-1 – human Bim-Bfl-1 interaction inhibition. Bead-based flow cytometry, Bim-Bfl-1 binding inhibition. inhibition, % at 10 µM. 190,000 tested, 0.12% active;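 also: 0% = wells without compound plus tracer and 100% = blocker peptide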
# Bim-Bcl-W – inhibitors of Bim-Bcl-W interaction, human | Q92843 | bead-based flow cytometry, Bim peptide-Bcl-W binding | inhibition, % at 10 µM | 190,000 tested, 0.02% active;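 also: 0% = bound tracer without compound and 100% = peptide blocker; higher means less fluorescent Bim peptide bound to Bcl-W beads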
# ABCB1 block – blocks JC-1 efflux by human ABCB1 transporter; P08183; CCRF-Adr cells, flow cytometry; inhibition, % at 6.6 µM; 190,000 tested, 0.067% active; in the data active = inhibition above about 40%;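 also: 0% = vehicle and 100% = reference inhibitor; higher value means more JC-1 retained so stronger ABCB1 efflux block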
# Target sequence (P08183 whole entry, looked up): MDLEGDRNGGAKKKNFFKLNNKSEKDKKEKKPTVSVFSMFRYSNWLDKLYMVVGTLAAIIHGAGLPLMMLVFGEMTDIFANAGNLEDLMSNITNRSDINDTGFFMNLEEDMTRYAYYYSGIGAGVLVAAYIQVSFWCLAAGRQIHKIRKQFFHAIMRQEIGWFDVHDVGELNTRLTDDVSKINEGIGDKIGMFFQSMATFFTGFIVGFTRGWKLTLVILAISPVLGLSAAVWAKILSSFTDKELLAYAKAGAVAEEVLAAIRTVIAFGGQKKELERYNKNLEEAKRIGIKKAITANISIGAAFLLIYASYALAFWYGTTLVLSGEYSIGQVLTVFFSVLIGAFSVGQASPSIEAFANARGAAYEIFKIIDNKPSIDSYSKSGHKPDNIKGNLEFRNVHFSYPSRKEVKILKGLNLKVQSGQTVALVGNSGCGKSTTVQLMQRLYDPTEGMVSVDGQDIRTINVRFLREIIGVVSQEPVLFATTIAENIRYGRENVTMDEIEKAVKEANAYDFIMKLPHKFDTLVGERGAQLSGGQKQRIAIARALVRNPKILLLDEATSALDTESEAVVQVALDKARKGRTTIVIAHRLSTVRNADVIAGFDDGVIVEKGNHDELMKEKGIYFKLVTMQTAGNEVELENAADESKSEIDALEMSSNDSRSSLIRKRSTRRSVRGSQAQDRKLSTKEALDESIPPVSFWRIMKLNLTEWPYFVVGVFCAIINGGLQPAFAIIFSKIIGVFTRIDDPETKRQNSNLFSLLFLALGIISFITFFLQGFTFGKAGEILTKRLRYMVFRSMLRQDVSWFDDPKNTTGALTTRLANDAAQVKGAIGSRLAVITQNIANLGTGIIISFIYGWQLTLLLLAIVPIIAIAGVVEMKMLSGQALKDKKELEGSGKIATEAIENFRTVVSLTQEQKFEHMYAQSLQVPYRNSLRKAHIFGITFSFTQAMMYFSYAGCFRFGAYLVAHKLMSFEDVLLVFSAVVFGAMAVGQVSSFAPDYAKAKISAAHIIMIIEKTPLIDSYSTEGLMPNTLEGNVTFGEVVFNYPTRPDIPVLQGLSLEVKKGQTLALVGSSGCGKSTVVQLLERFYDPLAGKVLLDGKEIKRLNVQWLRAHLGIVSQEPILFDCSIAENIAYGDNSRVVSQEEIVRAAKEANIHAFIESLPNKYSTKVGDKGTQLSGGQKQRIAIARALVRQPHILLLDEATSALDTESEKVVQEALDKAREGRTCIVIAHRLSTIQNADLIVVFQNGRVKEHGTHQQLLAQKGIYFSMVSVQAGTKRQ
# Bcl-B Bim block – disrupts Bim peptide binding to human Bcl-B; inhibition, % at 10 µM; 190,000 tested, 0.073% active; bead-based flow cytometry; Q9HD36; AID 951;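 also: 0% = tracer peptide without compound and 100% = reference inhibitor peptide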
# Bim-Bcl-2 – inhibitors of Bim-Bcl-2 interaction, human | inhibition, % at 10 µM | AID 950 | Bead-based flow cytometry, Bim peptide-Bcl-2 binding | 190,000 tested, 0.06% active | P10415; in the data active = inhibition above about 40%; inconclusive = no clear call, values can overlap the other calls;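 also: 0% = no compound wells with probe peptide and 100% = reference peptide inhibitor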
# Bcl-XL Bim block – human Bim-Bcl-XL interaction inhibition; inhibition, % at 10 µM; Q07817; 190,000 tested, 0.04% active; Bim peptide-Bcl-XL binding, bead flow cytometry, fluorescence
# GSH bead fluor – GSH bead compound fluorescence profile | GSH beads flow cytometry, compound fluorescence 488/530 nm; hits give high values | fluorescence (KMESF) at 10 µM | 190,000 tested, 0.25% active | AID 1776; in the data active = fluorescence above about 89;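 also: glutathione beads carrying GST-tagged Bcl family fusion proteins plus one bare bead set; values are compound well signal with DMSO vehicle wells as background; inactives centre near 16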
# RGS8-Gao reg – regulators of human RGS8-Galphao interaction | multiplexed bead flow cytometry, RGS8-Galphao binding; actives lie on both sides | response (percent of control binding), % at 10 µM | 220,000 tested, 0.34% active | P09471; in the data active = response below about 60% or above about 140%; inactive = in between;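 also: Galphao activated as the GDP aluminium fluoride complex binding bead-coupled RGS8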
# RGS7-Gao – modulates binding of RGS7 to human Galphao | P09471 | Multiplexed bead flow cytometry; actives lie on both sides | binding response (% of control), % at 10 µM | 220,000 tested, 0.35% active; in the data active = binding response below about 49% or above about 150%; inconclusive = no clear call, values can overlap the other calls; inactive = in between;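 also: fluorescent Galphao held in activated GDP-AlF4 state binding bead-coupled RGS7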
# ABCG2 block – inhibitors of human ABCG2 transporter, ABCB1 counter-screen. IgMXP3 cells, JC-1 efflux, flow cytometry. inhibition, % at 6.6 µM. 190,000 tested, 0.1% active. AID 1325;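 active = inhibition above 80%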;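 also: 0% = DMSO and 100% = nicardipine control wells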
#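 System: two drug-resistant human cell lines, ABCG2 and ABCB1; controls: nicardipine high and DMSO low controls; times: 10 min exposure at 25 °C with rotation, no wash; detection: flow cytometry of retained JC-1 fluorescence; read-out basis: percent efflux inhibition, scaled nicardipine 100% to DMSO 0%; doses: one concentration, 6.6 µM final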
# * = called active by the depositor; ? = inconclusive; . = not tested or not shown; & = joins results of further samples. Rule as the data show it, unless noted: active = inhibition above about 40%. Compounds were not picked by outcome (roughly 1.1% active in at least one column).
no.	Structure	RGS8-Gao reg	Bim-Bcl-W	GSH bead fluor	Bim-Bfl-1	RGS4-Gao reg	RGS7-Gao	ABCB1 block	Bim-Bcl-2	Bcl-B Bim block	Bcl-XL Bim block	ABCG2 block
1	O=C(N/N=C1\C/C(=N\NC(=O)c2ccncc2)c2ccccc21)c1ccncc1	99	0	17	-4	102	?	0.0	-4	0	-1	0
2	Cc1nn(CCO)c(N)c1C1(O)C(=O)Nc2c(Cl)cc(Cl)cc21 (stereo not drawn)	100	0	11	-6	100	99	0.5	-1	-1	0	1
3	Cc1c(C(=O)Nc2nc3ccccc3[nH]2)oc2ccc(Br)cc12	103	-7	13	-5	101	100	0.0	-2	-9	-7	3
4	Cc1ccn2c(=O)nc(SCc3cccc(C(F)(F)F)c3)nc2c1	101	-5	6	-6	101	101	0.4	-4	25	-1	4
5	Cc1ccc(-c2cc(C(=O)OCC(=O)Nc3ncc(C(F)(F)F)cc3Cl)c3ccccc3n2)cc1	94	-4	15	-8	90	95	0.8	-7	-9	-9	10
6	CC(C)C(C)(C#N)NC(=O)CSc1nnc(-c2ccccc2)o1 (stereo not drawn)	103	-1	52	-12	101	100	0.2	-9	-6	-15	2
7	Cc1nnc(NC(=O)CN2C(=O)c3ccccc3S2(=O)=O)s1	100	1	38	-5	103	101	-0.2	-3	-5	3	0
8	NC(=O)C1(NC(=O)[C@@H]2CC3(CC(c4cccc(NC(=O)[C@@H]5CCC(=O)N5)c4)=NO3)CN2C(=O)c2ccccc2)CC1 (stereo partly drawn)	103	0	15	-1	105	102	0.1	0	-2	4	0
9	COCCNS(=O)(=O)c1ccc2c3c(cccc13)C(=O)N2C	100	0	11	-4	99	102	2.3	-4	-6	-5	37
10	O=C1C(=C(c2ccccc2)c2ccccc2)Nc2ccccc21	100	4	16	4	100	100	-0.1	0	-2	1	0

# A different layout for part of the listing above.
8) NC(=O)C1(NC(=O)[C@@H]2CC3(CC(c4cccc(NC(=O)[C@@H]5CCC(=O)N5)c4)=NO3)CN2C(=O)c2ccccc2)CC1 (stereo partly drawn)
- RGS8-Gao reg: 103
- Bim-Bcl-W: 0
- GSH bead fluor: 15
- Bim-Bfl-1: -1
- RGS4-Gao reg: 105
- RGS7-Gao: 102
- ABCB1 block: 0.1
- Bim-Bcl-2: 0
- Bcl-B Bim block: -2
- Bcl-XL Bim block: 4
- ABCG2 block: 0
9) COCCNS(=O)(=O)c1ccc2c3c(cccc13)C(=O)N2C
- RGS8-Gao reg: 100
- Bim-Bcl-W: 0
- GSH bead fluor: 11
- Bim-Bfl-1: -4
- RGS4-Gao reg: 99
- RGS7-Gao: 102
- ABCB1 block: 2.3
- Bim-Bcl-2: -4
- Bcl-B Bim block: -6
- Bcl-XL Bim block: -5
- ABCG2 block: 37

# Next section
no.	Structure	RGS8-Gao reg	Bim-Bcl-W	GSH bead fluor	Bim-Bfl-1	RGS4-Gao reg	RGS7-Gao	ABCB1 block	Bim-Bcl-2	Bcl-B Bim block	Bcl-XL Bim block	ABCG2 block
11	CC(=O)Nc1ccccc1NC(=O)CC(C)(C)C	97	4	8	-8	92	94	0.0	-4	-6	-3	0
12	O=c1c2ccccc2c(-c2ccccc2)nn1-c1cc(Cl)ccc1[N+](=O)[O-]	103	-2	31	-3	99	100	-0.2	0	-5	-7	18
13	O=C(NC1CCCc2ccccc21)C12CC3CC(CC(O)(C3)C1)C2 (stereo not drawn)	103	1	9	-3	102	95	0.4	-2	0	0	7
14	CSc1nncc(-c2ccc(F)c(F)c2)n1	108	1	10	0	109	107	0.4	0	3	0	3
15	Cc1noc2ncnc(N3CCCCC3)c12	102	-2	18	-8	104	107	0.3	-1	-6	-3	2
16	CCOc1cc(/C=C(/C#N)c2ccc(Cl)cc2)cc(Cl)c1OCC(=O)O	101	1	17	-3	99	98	-0.2	0	-2	-2	-1
17	CCN(CC)c1nc2cc(OC)ccc2cc1C#N	100	-2	13	-1	102	103	0.4	0	-3	0	2
18	CC1CC(C)(C)Nc2ccc(N=O)cc21 (stereo not drawn)	99	-6	9	0	100	100	-0.3	-3	-7	-14	-2
19	CCOc1[nH]n(-c2ccccc2)c(=O)c1C=Nc1ccc(C(=O)OC)cc1	92	-2	14	-4	87	88	0.5	0	-4	0	7
20	CCc1nc2ccccc2c(=O)n1NCCc1ccccc1	82	-3	12	0	89	94	.	-1	-5	-3	3
21	Cc1cccc(NC2=NC(C)(C)N=C(N)N2)c1	106	0	13	-8	104	109	0.6	-4	-5	-2	2
22	Cc1ccc(S(=O)(=O)N(Cc2ccc(Cl)cc2)c2ccccc2C(=O)NCc2cccnc2)cc1	105	-5	9	-2	102	100	7.6	-3	-8	-7	4
23	O=C(NCN1CCN(c2ccccc2F)CC1)c1ccccc1	102	-2	24	-2	94	93	-0.1	-1	-1	-3	0
24	CC(NC(=O)CN(c1cccc(C(F)(F)F)c1)S(=O)(=O)c1ccc(Cl)c([N+](=O)[O-])c1)c1ccccc1 (stereo not drawn)	101	-5	11	-1	102	102	5.1	-3	-7	-3	6
25	Cc1ccc(-n2c(=S)[nH]c3[nH]ncc3c2=O)cc1	100	-3	20	-3	101	99	-0.1	-2	-16	-7	0
26	O=C(CCC(=O)c1cccs1)NC(c1ccccc1)c1ccccc1	101	0	17	1	99	98	-0.2	-3	-3	-3	-1
27	COc1cc(C=O)ccc1OCCSc1ccc(Cl)cc1	107	1	11	-9	106	109	0.6	-11	-6	-2	13
28	Cn1c(=O)n(Cc2ccccc2)c(=O)c2c1nc1n2CCCN1Cc1ccccc1	90	6	24	-1	95	92	3.5	4	7	6	11
29	COc1cccc(CNc2ccc(S(N)(=O)=O)cc2)c1OCc1ccccc1F	100	-3	10	2	100	98	0.3	-5	-6	-5	8
30	CCOC(=O)N1CCN(C(=O)CSc2ccc3nnc(-c4ccccn4)n3n2)CC1	103	-1	27	-6	102	101	0.6	0	0	0	2
31	O=C(CSc1ncccn1)Nc1ccccc1	100	2	46	-7	100	103	0.5	-10	-15	-3	2
32	O=C1C2C3CCC(C3NCc3ccccc3)C2C(=O)N1Cc1ccccc1 (stereo not drawn)	101	0	10	-1	100	96	2.2	0	-1	0	6
33	CCCCn1ccnc1C(=O)c1ccc(S(=O)(=O)N(CCOC)CCOC)cc1	103	2	14	0	104	105	0.6	-4	0	-1	3
34	CC(=O)Nc1ccc(S(=O)(=O)N=S(C)C)cc1	100&102	1	11	-7	101&100	?	1.3	-1	-2	-1	6
35	CCN(CC)CCCNC(=O)CSc1nc(-c2cccs2)cc(C(F)(F)F)n1	102	0	26	-5	100	102	0.5	-4	-7	-5	2
36	Cn1cc(-c2ccccc2)cc(C#N)c1=O	103	-4	15	-5	102	102	0.4	-2	-3	-4	6
37	N#CC1=C(SCC(=O)Nc2cccc3cccnc23)NC(=O)C(C#N)C12CCCCC2 (stereo not drawn)	99	2	7	-1	82	93	0.3	0	2	-1	1
38	CCCC(=O)NC(c1ccc(OC)c(OC)c1)c1c(O)ccc2ccccc12 (stereo not drawn)	96	1	19	-13	94	99	0.3	-12	-9	-12	-1
39	CS(=O)(=O)N1CC2CCCN2c2ccc(C(F)(F)F)cc21 (stereo not drawn)	100	-7	17	-8	100	?	0.8	-4	-6	-2	3
40	CNC(=O)Cn1ncc2c(C)n(Cc3ccc(C)cc3)c(C)c2c1=O	101	-6	26	0	103	103	0.4	-1	-5	-5	2
41	O=C(CSCc1ccccc1)N1CCN(c2ccccc2)CC1	98	-2	10	-5	97	102	0.0	-3	-6	-5	-1
42	CC(C)c1ccc(OCC(=O)NC(Cc2c[nH]c3ccccc23)C(=O)O)cc1 (stereo not drawn)	94	3	14	-1	95	98	-0.3	-2	-1	0	-1
43	CCC(CC)c1nnc(NC(=O)CN2C(=O)C3C4C=CC(C4)C3C2=O)s1 (stereo not drawn)	101	2	55	-13	100	98	0.1	-7	-7	-15	1
44	COc1cc(OC)c(NC(=S)NCc2ccc(F)cc2)cc1Cl	103	-5	13	-5	103	111	0.5	-2	-7	-3	10
45	CS(=O)(=O)N1CCC(C(=O)N2CCN(c3ccccc3F)CC2)CC1	108	-2	12	-7	112	107	-0.2	-4	0	-2	0
46	Brc1cccc(-c2nnc3sc(CNC4CCCC4)cn23)c1	100	-2	27	-10	96	94	-0.1	-9	-8	-6	2
47	COc1ccc(-n2nc3ccc(NS(C)(=O)=O)cc3n2)cc1Cl	97	-1	12	1	100	101	0.0	0	0	0	1
48	COCCN(C(=O)Cc1cccs1)C(C(=O)NCc1ccc(OC)cc1)c1ccc(C)cc1 (stereo not drawn)	104	0	24	-14	106	98	1.0	-8	-8	-2	1
49	CCOC(=O)C1CCN(CC(=O)Nc2c(C(=O)OC)n(C)c3cccc(C)c23)CC1	111	0	45	-9	108	110	1.1	-7	-8	-7	3
50	COc1ccc(-c2cc(=O)c3cc(OC)ccc3o2)cc1	101	3	8	0	99	104	0.4	1	1	0	8
51	Cc1cc(C)n2nc(-c3sccc3-n3cccc3)cc2n1	99	-3	8	0	98	96	1.1	-1	-2	1	6
52	CCOC(=O)CSc1nc2ccccc2n1CC(=O)N(C(C)C)C(C)C	106	1	30	-14	106	103	1.2	-11	-8	-14	6

# Sorted by SMILES length (largest number first): 12 of the compounds above.
no.	Structure	RGS8-Gao reg	Bim-Bcl-W	GSH bead fluor	Bim-Bfl-1	RGS4-Gao reg	RGS7-Gao	ABCB1 block	Bim-Bcl-2	Bcl-B Bim block	Bcl-XL Bim block	ABCG2 block
48	COCCN(C(=O)Cc1cccs1)C(C(=O)NCc1ccc(OC)cc1)c1ccc(C)cc1 (stereo not drawn)	104	0	24	-14	106	98	1.0	-8	-8	-2	1
43	CCC(CC)c1nnc(NC(=O)CN2C(=O)C3C4C=CC(C4)C3C2=O)s1 (stereo not drawn)	101	2	55	-13	100	98	0.1	-7	-7	-15	1
38	CCCC(=O)NC(c1ccc(OC)c(OC)c1)c1c(O)ccc2ccccc12 (stereo not drawn)	96	1	19	-13	94	99	0.3	-12	-9	-12	-1
45	CS(=O)(=O)N1CCC(C(=O)N2CCN(c3ccccc3F)CC2)CC1	108	-2	12	-7	112	107	-0.2	-4	0	-2	0
40	CNC(=O)Cn1ncc2c(C)n(Cc3ccc(C)cc3)c(C)c2c1=O	101	-6	26	0	103	103	0.4	-1	-5	-5	2
52	CCOC(=O)CSc1nc2ccccc2n1CC(=O)N(C(C)C)C(C)C	106	1	30	-14	106	103	1.2	-11	-8	-14	6
47	COc1ccc(-n2nc3ccc(NS(C)(=O)=O)cc3n2)cc1Cl	97	-1	12	1	100	101	0.0	0	0	0	1
39	CS(=O)(=O)N1CC2CCCN2c2ccc(C(F)(F)F)cc21 (stereo not drawn)	100	-7	17	-8	100	?	0.8	-4	-6	-2	3
44	COc1cc(OC)c(NC(=S)NCc2ccc(F)cc2)cc1Cl	103	-5	13	-5	103	111	0.5	-2	-7	-3	10
46	Brc1cccc(-c2nnc3sc(CNC4CCCC4)cn23)c1	100	-2	27	-10	96	94	-0.1	-9	-8	-6	2
50	COc1ccc(-c2cc(=O)c3cc(OC)ccc3o2)cc1	101	3	8	0	99	104	0.4	1	1	0	8
41	O=C(CSCc1ccccc1)N1CCN(c2ccccc2)CC1	98	-2	10	-5	97	102	0.0	-3	-6	-5	-1

# Screens from PubChem BioAssay.
